# High-throughput results from PubChem BioAssay.
# TWEAK-Fn14 inh – blocks TWEAK-Fn14 interaction in a reporter cell assay; TWEAK-stimulated Fn14 reporter cells, luciferase luminescence, 8 h; inhibition, % at 10 µM; 2% of 360,000 active; in the data active = inhibition above about 50%
# TROY signal inh – blocks TROY-dependent signaling in reporter cells. Q293 LMP1-TROYcd NF-kB luciferase reporter, 4 h. inhibition, % at 10 µM. 0.98% of 360,000 active;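 active = compounds whose plate-normalised and pattern-corrected inhibition of the luciferase reporter signal at the single screening dose is 50% or more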
# ABHD5 PLIN5 PPI – ABHD5-PLIN5 protein interaction inhibition | Q00G26+Q8WTS1 | Split G. princeps luciferase complementation, luminescence, 4 h | inhibition, % at 4 µM | 0.78% of 360,000 active;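 active = inhibition above the mean inhibition across every tested compound plus 3 SD, cut at about 22% in these data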;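 note: 0% = DMSO only wells and the 100% control is not disclosed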
# SRC1 inh – inhibits human SRC1 coactivator; Q15788; HEK293 GAL4-SRC1 luciferase reporter, luminescence; inhibition, % at 3.6 µM; 0.12% of 360,000 active; AID 588354;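 active = inhibition above the campaign mean plus 3 SD, with each screening campaign given its own cutoff, cut at about 60% in these data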;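 note: 0% = DMSO treated cells and 100% = gossypol at 36 µM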
# SRC2 inh – human SRC2 (NCOA2) inhibition; inhibition, % at 9 µM; HEK293 GAL4-SRC2 luciferase reporter, luminescence; 0.17% of 370,000 active; Q15596;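 active = inhibition above the mean inhibition of all tested compounds plus 3 SD, set per campaign, cut at about 52% in these data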;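 note: 0% = DMSO treated cells and 100% = cells given Gossypol at 36 µM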
# Target sequence (Q15596 whole entry, looked up, the tested form may be a part): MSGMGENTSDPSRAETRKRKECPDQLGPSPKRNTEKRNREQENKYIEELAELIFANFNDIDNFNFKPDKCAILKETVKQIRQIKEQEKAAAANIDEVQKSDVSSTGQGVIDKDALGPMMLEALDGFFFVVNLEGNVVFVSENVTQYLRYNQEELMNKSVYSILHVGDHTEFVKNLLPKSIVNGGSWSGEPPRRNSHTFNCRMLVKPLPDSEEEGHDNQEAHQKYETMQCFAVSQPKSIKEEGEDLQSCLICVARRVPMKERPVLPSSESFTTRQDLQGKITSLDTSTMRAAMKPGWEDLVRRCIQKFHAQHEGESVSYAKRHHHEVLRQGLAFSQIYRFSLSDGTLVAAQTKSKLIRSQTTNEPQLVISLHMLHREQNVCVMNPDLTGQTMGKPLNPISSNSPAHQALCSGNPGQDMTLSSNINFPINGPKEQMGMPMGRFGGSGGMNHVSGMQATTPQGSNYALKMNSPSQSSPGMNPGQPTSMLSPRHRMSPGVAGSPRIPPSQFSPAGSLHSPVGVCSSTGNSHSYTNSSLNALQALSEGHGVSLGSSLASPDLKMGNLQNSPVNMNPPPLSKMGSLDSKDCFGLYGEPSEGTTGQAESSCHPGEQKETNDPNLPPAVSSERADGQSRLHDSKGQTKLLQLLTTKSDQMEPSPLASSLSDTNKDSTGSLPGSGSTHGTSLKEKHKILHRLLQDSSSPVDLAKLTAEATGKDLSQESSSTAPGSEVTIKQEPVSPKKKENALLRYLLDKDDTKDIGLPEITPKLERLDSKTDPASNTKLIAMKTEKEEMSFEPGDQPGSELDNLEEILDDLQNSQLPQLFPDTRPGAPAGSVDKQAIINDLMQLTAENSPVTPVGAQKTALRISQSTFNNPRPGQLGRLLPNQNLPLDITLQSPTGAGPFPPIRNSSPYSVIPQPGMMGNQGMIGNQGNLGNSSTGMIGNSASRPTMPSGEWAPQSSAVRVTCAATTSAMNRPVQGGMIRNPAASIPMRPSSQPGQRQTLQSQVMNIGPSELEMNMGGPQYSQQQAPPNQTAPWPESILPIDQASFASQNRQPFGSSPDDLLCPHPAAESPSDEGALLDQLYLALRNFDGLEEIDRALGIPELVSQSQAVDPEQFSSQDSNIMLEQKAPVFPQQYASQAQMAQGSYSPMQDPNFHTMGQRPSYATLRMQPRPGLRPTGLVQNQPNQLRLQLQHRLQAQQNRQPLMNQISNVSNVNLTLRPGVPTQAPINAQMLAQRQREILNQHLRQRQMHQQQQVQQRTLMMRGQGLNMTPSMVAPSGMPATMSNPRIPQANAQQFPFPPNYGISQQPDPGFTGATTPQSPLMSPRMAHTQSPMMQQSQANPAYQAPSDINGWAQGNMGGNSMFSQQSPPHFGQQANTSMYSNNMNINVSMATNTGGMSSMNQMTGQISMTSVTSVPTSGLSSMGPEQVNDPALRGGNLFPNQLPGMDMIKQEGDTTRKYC
# NOD2 RIPK2 PPI – NOD2-RIPK2 protein interaction inhibition | O43353 | CHO BLA complementation NOD2-RIPK2, CCF4 ratio | inhibition, % at 4.98 µM | 0.38% of 360,000 active; in the data active = inhibition above about 21%;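 note: 0% = vehicle only and 100% = reference blocker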
# Exocytosis inh – blocks lytic granule exocytosis; TALL-104 LAMP-1 surface exposure, flow cytometry; cells stimulated with thapsigargin and PMA; inhibition, % at 10 µM; 0.66% of 360,000 active; AID 651702;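 active = inhibition above about 55%, limit read from the data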
# SRC3 inh – inhibits human SRC3 coactivator. HEK293 GAL4-SRC3 luciferase reporter, luminescence. inhibition, % at 3.6 µM. 0.17% of 360,000 active. AID 588352;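 active = inhibition above a per-campaign cutoff, the mean of all compounds plus 3 SD, cut at about 60% in these data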;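 note: 0% = DMSO-treated cells and 100% = gossypol-treated cells at 36 µM; higher means less SRC3-driven luciferase light from the GAL4 reporter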
# LRH-1 inv ag – inverse agonists of human LRH-1 (NR5A2); O00482; HEK293T StAR-luciferase reporter, LRH-1 transfected, 24 h; inhibition, % at 3.6 µM; 0.13% of 360,000 active; AID 602396;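 active = inhibition above the mean inhibition of all tested compounds plus 3 SD, cut at about 73% in these data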;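 note: 0% = DMSO wells and 100% = reporter-only cells lacking LRH-1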
# TLR9-MyD88 inh – blocks human TLR9 binding to MyD88. Q9NR96+Q99836. CHO BLA complementation TLR9-MyD88, CCF4 FRET ratio. inhibition, % at 4.98 µM. 0.21% of 340,000 active. AID 504734;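 active = inhibition above the mean over all tested compounds plus 3 SD, cut at about 21% in these data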;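 note: 0% = DMSO only wells and 100% = clavulanate BLA inhibitor control wells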
# NR2F2 inh – NR2F2 (human) inhibition, primary screen | HEK293T NGFI-A luciferase reporter, luminescence | inhibition, % at 8.6 µM | 0.7% of 370,000 active | AID 686940;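 active = inhibition above a per-plate cutoff, mean inhibition of test wells between control levels plus 3 SD, cut at about 38% in these data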;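 note: cells cotransfected with COUP-TFII expression vector driving the NGFI-A reporter; 0% = median of COUP-TF2 test wells and 100% = reporter-only cells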
# An asterisk follows results filed as active; / = no result given; & = joins results of further samples. An excerpt; count on the stated rates, not on these rows.
SMILES,TWEAK-Fn14 inh,TROY signal inh,ABHD5 PLIN5 PPI,SRC1 inh,SRC2 inh,NOD2 RIPK2 PPI,Exocytosis inh,SRC3 inh,LRH-1 inv ag,TLR9-MyD88 inh,NR2F2 inh
Cc1ccn2cc(CCNS(=O)(=O)c3ccc(F)c(C(F)(F)F)c3)nc2c1,-5.6,4.6,2.9,1.2,3.7,5.8,-1.0,6.1,0.7,-8.3,8.7
CCCCN(C)C(=O)c1ccc(Nc2nc(C(N)Cc3ccccc3)cs2)nc1 (stereo not given),13.8,4.5,7.9,6.1,15.6,4.2,12.3,-34.6,10.1,/,-13.9
CC(=O)c1cccc(OCc2cc(C(=O)NC(C)Cc3cccnc3)no2)c1 (stereo not given),-5.5,-8.0,-6.9,-6.5,-18.0,2.2,1.4,-12.2,-14.3,-4.5,-5.7
O=C(CC1CC2CCC1C2)NC1CCCCCCC1 (stereo not given),9.3,-17.8,6.9,-16.3,-24.7,3.4,-8.7,-48.9,-48.7,5.7,-50.5
Cc1ccccc1N=CC1=C(O)c2ccccc2C1=O,105.8*,77.9*,-4.3,-53.7,-10.1,-2.8,-0.9,-39.1,-111.8,-8.8,-37.7
Cc1cc(C)n(CC(O)COc2ccccc2[N+](=O)[O-])n1 (stereo not given),9.2,-33.9,0.6,0.9,-24.9,-3.0,-6.4,4.0,-13.1,4.6,-6.5
Cc1cc(C(=O)N2CCCC(N3CCN(c4ccc(F)cc4)CC3)C2)c(C)o1 (stereo not given),6.3,6.0,4.3,15.0,4.4,-5.4,-1.6,16.9,26.7,-5.0,16.6
COC(=O)[C@]12CCCCC=C1N(Cc1ccc3c(c1)OCO3)C(=O)[C@H](CC(=O)NCC13CC4CC(CC(C4)C1)C3)C2,/,/,-2.3,/,-26.2,-6.3,12.4,/,-15.9,/,9.6
O=C(COC(=O)CNC(=O)c1ccc(Cl)cc1)Nc1ccc2c(c1)OCCO2,17.7,2.8,2.1,11.3,-1.5,1.9,-1.3,23.6,-7.3,-0.4,4.5
Cc1ccc(C)c(S(=O)(=O)N2CCCC2CNC(=O)C(=O)NCCc2ccccc2)c1 (stereo not given),24.8,2.3,-0.3,4.5,-5.8,-11.6,12.0,9.6,-0.2,-8.8,14.7
COc1cccc(CNC(=O)C2CCN(C(=O)N(C)C)CC2)c1,8.8,-17.1,6.8,-22.2,-3.5,-8.0,-3.4,-28.6,8.4,0.9,-13.7
Cc1n[nH]c(C)c1S(=O)(=O)N1CCCC(C(=O)Nc2nccs2)C1 (stereo not given),-1.9,-11.1,12.2,-7.9,-18.4,0.9,-0.2,1.6,8.6,5.5,-5.9
C[C@@H]1CN([C@@H](C)CO)C(=O)CCCn2nncc2CO[C@H]1CN(C)Cc1cccc(C(F)(F)F)c1,7.3,-11.3,-1.0,0.3,-17.5,-1.5,-3.7,4.3,24.2,-3.6,-6.4
COc1ccc(OC)c(NC(=O)COc2ccc3c(c2)CCC3)c1,2.1,-13.6,1.4,-6.4,10.2,-8.5,7.2,7.5,-26.0,0.8,13.9
O=C(CCC(=O)c1ccc(Cl)cc1)NCc1ccccc1,-11.9,3.9,-6.2,-1.8,-4.3,-1.6,-0.5,13.7,10.2,6.7,-9.0
CC[C@H](C)C(=O)O[C@H]1C[C@@H](C)C=C2C=C[C@H](C)[C@H](CC[C@@H]3C[C@@H](O)CC(=O)O3)[C@H]21,-0.4&6.5,-6.1&-5.1,0.8&-5.6,-7.5&0.2,13.0&11.9,-18.0&-9.0,1.4&-2.1,-9.5&0.1,-4.0&12.1,-4.5&-7.2,-2.5&9.9
CC1CN(C(NC(=O)C(C)(C)C)C(Cl)(Cl)Cl)CC(C)O1 (stereo not given),-10.6,-11.4,4.7,19.6,-19.4,-10.1,-3.1,14.1,14.6,-3.7,-4.4
CC(C)CN(C(=O)Cn1c(Cl)nc2c1c(=O)n(C)c(=O)n2C)C1CCS(=O)(=O)C1 (stereo not given),-3.6,-13.6,3.3,-25.8,19.4,11.7,-6.7,-16.5,-1.2,9.1,-4.5
O=C(Nc1ccc(Cl)c(Cl)c1)NC1CCS(=O)(=O)C1 (stereo not given),8.7,2.3,2.7,7.7,-13.6,-1.9,1.0,-0.6,-4.3,0.8,5.3
COC(=O)c1sc(NC(=O)CCCn2nc([N+](=O)[O-])cc2C)c(C(=O)OC)c1C,-20.5,-11.5,4.8,17.0,-10.8,-5.5,-4.6,18.1,17.2,-5.0,9.5
CC(=O)Nc1ccc(S(=O)(=O)N2CCN(c3cc(C)nc4ccccc34)CC2)cc1,7.0,6.7,1.4,0.3,-17.0,8.7,0.2,10.1,-8.9,2.9,-24.7
O=C(Nc1ccccc1C(=O)NC1CCCC1)NC1CCCC1,-2.1,-14.8,5.8,18.6,-9.5,4.4,12.0,8.4,4.8,0.9,-2.3
COc1ccc(C)cc1Nc1n[n+](-c2ccccc2)c(-c2c(OC)ccc3ccccc23)s1,57.9*,46.9,16.7,-7.9,12.6,4.2,4.1,28.5,3.1,-1.6,43.3*
Fc1ccc(CSc2nnc(-c3ccco3)o2)cc1,-14.4,-40.2,-6.3,-31.5,-32.9,-7.1,-3.9,0.6,-23.7,-6.0,-2.3
Cc1ccc2nc(N(CCCN(C)C)C(=O)c3ccc(S(=O)(=O)N(C)C)cc3)sc2c1,4.1,-10.8,0.2,-7.3,14.1,10.2,0.4,8.3,-4.5,10.7,10.6
Cc1cc(NC(=O)CSc2nccn2-c2ccc(Cl)cc2)no1,-9.6,11.8,3.9,-11.2,16.0,-7.3,-4.7,3.6,-6.8,-2.8,-3.3
CC(=O)Nc1cc(C(F)(F)F)ccc1OCC1CCCO1 (stereo not given),-5.0,-1.9,-1.9,11.5,-12.6,-6.9,-1.2,-2.8,2.2,-4.2,7.1
Nc1cc(C(=O)OCC(=O)Nc2cccc(S(=O)(=O)N3CCOCC3)c2)ccc1Cl,-4.4,16.4,-5.5,-9.1,-8.9,7.6,-3.8,-13.8,9.9,7.2,16.8
O=C(CSc1nnc(-c2cccs2)n1CC1CCCO1)N1CCCC1 (stereo not given),6.7,-9.5,-0.8,-9.6,3.2,-9.4,1.9,9.9,2.2,0.7,-14.1
O=C(NCC(=O)N1CCN(S(=O)(=O)c2cccc(F)c2)CC1)c1ccc(Br)o1,-2.7,0.3,0.1,-5.4,11.5,5.2,-0.1,2.7,10.6,-2.0,-12.8
Fc1ccccc1Cc1noc(CN2CCC(OCc3cccnc3)CC2)n1,9.7,-23.9,-0.3,4.0,-3.4,0.4,1.1,15.3,-31.4,/,-12.3
CC#CC[N+](C)(C)CC(=O)c1ccccc1,7.0,-4.7,-3.1,-7.2,7.9,0.7,4.8,-0.3,-6.2,-0.3,-13.5
Cc1ccc(CN2C(=O)N/C(=C\c3ccc(-c4ccc(C(=O)O)cc4C)o3)C2=O)cc1,-1.2,10.2,0.8,-2.0,-45.6,-3.5,5.3,11.5,-3.5,-9.5,9.7
Cc1cc(NC(=O)CSc2nnc(-c3ccco3)n2C)no1,-5.6,-3.8,-1.3,-13.9,25.0,-7.8,1.8,-7.3,3.2,-7.8,-0.1
Cc1cc(=O)oc2cc3c(cc12)OCCO3,-3.5,-12.9,2.9,-19.4,-8.7,-3.3,0.4,12.9,16.1,6.4,-1.9
CC1CCCC(C)N1C(=O)Cn1cc(C#N)c2ccccc21 (stereo not given),-13.6,-6.4,4.6,12.6,-19.9,-13.9,0.5,17.1,8.4,/,11.6
CC(NC(=O)C(C)N1CCN(S(=O)(=O)c2ccccc2)CC1)c1ccccc1 (stereo not given),1.3,-12.3,-0.9,5.4,5.8,1.5,2.5,14.5,4.6,-2.1,-24.1
Cc1ccc([N+](=O)[O-])c(OCCCN2CCC(Cc3ccccc3)CC2)c1,10.0,-6.8,8.1,-0.2,-19.9,-3.2,12.4,22.2,-3.3,-1.3,0.2
Nc1c(-c2cccc(Cl)c2)cnc2c(-c3ccccc3)cnn12,-0.7,-81.2,-3.4,-155.5,-80.8,-4.2,5.4,-92.5,-105.4,-9.5,-47.0
CN1C(=O)N(S(=O)(=O)c2ccc(F)c(F)c2F)C(=O)C1(C)C,0.7,-11.8,-5.2,-1.9,9.8,-3.7,3.1,-10.6,14.6,2.6,3.6
CCN(CC)C(=O)CSc1nnc(-c2cc3ccccc3cc2O)n1CC,16.9,-3.1,-6.7,1.6,3.2,-7.7,-0.3,15.8,8.8,2.1,22.9
CCOC(=O)N1CCC(=NNC(=O)c2ccccc2F)CC1,-0.8,-56.6,-6.2,-81.3,-27.5,-0.9,-3.6,-49.0,-108.1,0.4,-22.9
Cc1cc(C)cc(OC(C)C(=O)Nc2ccc3c(c2)n(C)c(=O)n3C)c1 (stereo not given),-1.1,-6.4,6.2,10.1,-14.8,-1.8,-3.6,18.5,5.4,3.4,-4.4
COc1ccc(/C=N/NC(=O)c2cccc([N+](=O)[O-])c2)cc1OS(=O)(=O)c1ccc(C)cc1,15.8,15.5,-2.0,-29.4,2.0,-0.2,-3.3,9.6,32.4,-5.2,-10.9
O=c1[nH]c(N2CCc3ccccc3C2)nc2c1CCC2,11.8,0.7,4.4,-0.7,-21.2,-10.9,-2.2,8.3,-15.3,-8.4,6.5
Nc1nnc(-c2ccncc2)s1,-5.5,-23.3,0.1,16.3,-0.6,-2.5,1.2,3.7,-17.2,-0.8,11.6
COc1ccc(CCNC(=O)c2ccnc(C(C)(C)C)c2)cc1OC,-1.3,-2.0,-3.0,12.4,-29.9,2.4,14.7,7.2,12.6,5.6,-13.3
COc1cc(CNc2ncnc3c2ncn3[C@H]2CN(Cc3cccc(C(F)(F)F)c3)C[C@@H](COC(C)=O)O2)cc(OC)c1OC,-2.5,10.2,-4.5,6.6,2.8,-9.4,-0.2,12.0,3.4,/,-14.3
COc1ccccc1S(=O)(=O)N(C)C[C@@H]1OCc2cnnn2CCCC(=O)N([C@@H](C)CO)C[C@@H]1C,2.8,4.8,6.1,1.4,-13.9,-3.1,-0.5,13.4,22.8,-14.6,4.5
O=C1CC(CSc2ccc(Cl)cc2)=NN1,13.7,17.7,8.4,-6.4,-13.0,-4.8,-6.6,12.2,-11.4,/,-10.0
CCOc1cc(C#N)ccc1OCC(=O)NNC(=O)CC1CCS(=O)(=O)C1 (stereo not given),9.8,-9.0,-1.3,-13.1,-17.9,-2.2,10.5,-1.8,-0.9,8.8,-6.9
COc1ccc(C(=O)CN2CCN(c3ncccn3)CC2)cc1,2.7,5.5,2.1,-1.2,0.7,1.1,-1.9,-3.9,18.3,-7.9,9.9
CC1CC(=O)N(CCc2ccccc2)C(=O)C1,10.8,-13.5,2.6,-10.8,5.8,7.0,-7.8,-5.6,12.9,-7.2,-11.0
CC(NS(=O)(=O)c1ccc(Cl)c(Cl)c1)C(=O)OCC(=O)N1CCCCCC1 (stereo not given),1.7,-2.4,10.8,-0.1,1.1,0.8,1.9,-3.0,9.2,1.3,0.9

# One compound at a time (already shown). Screens in order: TWEAK-Fn14 inh	TROY signal inh	ABHD5 PLIN5 PPI	SRC1 inh	SRC2 inh	NOD2 RIPK2 PPI	Exocytosis inh	SRC3 inh	LRH-1 inv ag	TLR9-MyD88 inh	NR2F2 inh
# Entry for CCOc1cc(C#N)ccc1OCC(=O)NNC(=O)CC1CCS(=O)(=O)C1 (stereo not given) → 9.8	-9.0	-1.3	-13.1	-17.9	-2.2	10.5	-1.8	-0.9	8.8	-6.9
# Entry for Cc1cc(NC(=O)CSc2nccn2-c2ccc(Cl)cc2)no1 → -9.6	11.8	3.9	-11.2	16.0	-7.3	-4.7	3.6	-6.8	-2.8	-3.3
